ERAP1 inh = blocks human ERAP1 aminopeptidase activity; AID 652197; 0.15% of 340,000 active; recombinant ERAP1, Leu-AMC fluorescence, 60 min; inhibition, % at 10.7 µM;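 active = mean replicate inhibition of at least 30%, or all replicates individually reaching that 30% level; inactive = mean below 30% and not every replicate reaching it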;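 note: 0% = neutral control wells and 100% = L-leucinethiol positive control wells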
E-selectin induc = induces E-selectin expression in human endothelial cells. AID 686992. P16581. HUVEC E-selectin immunofluorescence imaging; normalized: neutral wells 0, TNF-alpha wells 100. 0.37% of 260,000 active. activation, % at 7.58 µM;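 active = mean E-selectin-positive cell signal at least 10% of the positive control, reached in at least 60% of replicates, without over 20% cell loss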;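 note: in these data hits start at about 27%; measured in HUVEC primary endothelial cells; signal is the percent of cells scored E-selectin positive by PE staining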
Target sequence (P16581 whole entry, looked up): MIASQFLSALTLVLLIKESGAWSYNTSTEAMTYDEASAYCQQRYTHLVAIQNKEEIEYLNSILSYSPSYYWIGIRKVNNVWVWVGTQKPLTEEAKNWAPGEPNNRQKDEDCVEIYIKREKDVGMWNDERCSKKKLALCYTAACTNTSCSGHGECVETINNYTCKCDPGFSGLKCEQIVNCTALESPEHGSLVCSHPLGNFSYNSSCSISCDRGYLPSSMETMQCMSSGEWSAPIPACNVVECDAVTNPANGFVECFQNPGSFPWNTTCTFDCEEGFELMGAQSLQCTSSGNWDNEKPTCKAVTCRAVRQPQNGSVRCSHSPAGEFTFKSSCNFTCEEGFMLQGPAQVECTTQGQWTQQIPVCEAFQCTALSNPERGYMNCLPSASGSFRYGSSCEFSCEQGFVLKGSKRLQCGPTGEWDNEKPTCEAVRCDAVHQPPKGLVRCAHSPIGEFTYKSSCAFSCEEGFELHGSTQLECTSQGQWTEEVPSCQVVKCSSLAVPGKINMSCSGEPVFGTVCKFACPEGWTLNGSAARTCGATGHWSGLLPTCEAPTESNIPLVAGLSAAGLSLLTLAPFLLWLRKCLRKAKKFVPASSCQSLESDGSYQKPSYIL
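System: HUVEC, human umbilical vein endothelial cells; quantity: 3,000 cells/well; buffer or medium: EGM-2 medium, gelatin-coated wells; dosing: single-point compound dose; detection: immunofluorescence imaging; evaluation: % PE-positive cells; benchmarks: TNF-alpha, DMSO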
RAD52 anneal inh = blocks human RAD52 DNA annealing; P43351; recombinant RAD52 DNA annealing, FRET fluorescence; inhibition, % at 18.7 µM; 0.46% of 360,000 active; AID 651710;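 active = every replicate showing at least 50% inhibition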
Target sequence (P43351 whole entry, looked up): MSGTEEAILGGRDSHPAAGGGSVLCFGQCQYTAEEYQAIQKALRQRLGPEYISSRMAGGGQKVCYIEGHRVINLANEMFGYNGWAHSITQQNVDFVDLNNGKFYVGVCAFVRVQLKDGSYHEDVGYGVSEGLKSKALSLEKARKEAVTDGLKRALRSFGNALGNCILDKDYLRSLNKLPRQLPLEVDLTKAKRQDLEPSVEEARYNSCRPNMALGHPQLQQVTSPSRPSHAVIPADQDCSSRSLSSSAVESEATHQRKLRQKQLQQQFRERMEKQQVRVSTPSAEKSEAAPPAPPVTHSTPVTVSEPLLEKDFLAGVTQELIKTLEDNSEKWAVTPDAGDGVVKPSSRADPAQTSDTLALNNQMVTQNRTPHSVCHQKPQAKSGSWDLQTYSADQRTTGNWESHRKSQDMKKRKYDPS
The depositor's hits bear a star. An excerpt; the hit share may differ from the screen's.

SMILES	E-selectin induc	ERAP1 inh	RAD52 anneal inh
COc1cc2nn(-c3ccccc3N)nc2cc1OC	0.5	6	2
COc1ccc2c3c([nH]c2c1)[C@@H](CO)N(C(=O)C1CCCC1)CC31CCN(C(=O)c2ccncc2)CC1	-0.1	1	12
CC1(C)CC(NC(=O)C(Cl)(Cl)Cl)CC(C)(C)N1	-0.2	-3	-7
O=C(NCc1ccc(F)cc1F)[C@@H]1CCCN1C(=O)[C@@H]1CCCN1	0.0	-4	-5
CCOC(=O)Nc1ccc2c(CN3CCN(S(=O)(=O)c4ccccc4F)CC3)cc(=O)oc2c1	1.2	2	-10
COc1ccc2c3c([nH]c2c1)[C@@H](CO)N(Cc1ccccc1)CC31CCN(S(=O)(=O)c2ccc(C)cc2)CC1	-0.2	2	-15
CN1CCN(CC(=O)Nc2cc(N3CCOCC3)ccc2[N+](=O)[O-])CC1	2.1	8	-9
O=C(NNC1CC(=O)N(c2ccccc2)C1=O)c1ccc(COc2ccccc2Cl)o1 (stereo not drawn)	0.1	-1	-40
COc1ccc2c3c(n(C)c2c1)[C@H](CO)N(CC1CCCC1)CC31CCN(C(C)=O)CC1	-0.4	2	-185
O=C(CN1CCC(NC(=O)Cc2ccccc2)CC1)Nc1ccccc1Br	14	-5	-17
O=C1OCCOC2CCCc3oc(-c4ccccc4)c1c32 (stereo not drawn)	1.0	0	-4
NC(CSC1(c2ccccc2)c2ccccc2-c2ccccc21)C(=O)O (stereo not drawn)	-0.3	2	-29
CCN(C(=O)COC(=O)CSc1ccccc1)c1c(N)n(Cc2ccccc2)c(=O)[nH]c1=O	-0.1	-2	-3
CCNC(=O)c1ccccc1-c1nc(-c2ccccc2OC)no1	3.1	1	-28
CN(C)CCOC1(Cc2ccc(F)cc2)CCC(C(C)(C)C)CC1 (stereo not drawn)	0.1	-1	40

SMILES	E-selectin induc	ERAP1 inh	RAD52 anneal inh
CC(C)CC(C(=O)NC(C)(C)C)N(Cc1cccs1)C(=O)c1snc(C(N)=O)c1N (stereo not drawn)	1.3	5	-3
COC(=O)c1cc(=O)n(Cc2ccco2)c(=Nc2ccccc2)s1	-0.3	-4	-9
COc1ccc(-c2csc3nc(-c4cccnc4)nc(N4CCC(C(N)=O)CC4)c23)cc1OC	-1.5	1	-13
Cc1cccc(N2CCN(C(=O)c3ccccn3)CC2C)c1 (stereo not drawn)	1.5	0	0
COc1cc(NC(=O)COC(=O)CC(C)(C)C)c(C)cc1[N+](=O)[O-]	-2.2	-3	-4
Cc1ccc(-c2nc(-c3ccccn3)no2)cc1[N+](=O)[O-]	3.1	2	-9
CCCn1c(=S)[nH]c2cc(C(=O)N3CCN(c4ccccc4)CC3)ccc2c1=O	5.4	3	-7
CC(C)[C@@H](C)/C=C/[C@@H](C)[C@H]1CC[C@@H]2[C@]1(C)CCC1[C@]23C=C[C@]2(C[C@@H](O)CC[C@]12C)N(c1cnccn1)O3 (stereo partly drawn)	0.0	-6	17
Cc1cc(=O)oc2cc(OCc3ccc(C(=O)OCC(=O)Nc4ccccc4OC(F)F)cc3)ccc12	-2.3	2	-11
CCCn1cnnc1CNC(=O)[C@@H](Cc1ccccc1)NC(=O)[C@H]1O[C@@H](n2ccc(=O)[nH]c2=O)[C@H](O)[C@@H]1O	0.1	4	-7
Cc1c(CCC(=O)N[C@@H](CCCNC(N)=O)C(=O)O)c(=O)oc2cc3oc4c(c3cc12)CCCC4	-0.1	2	-3
C=CCN=C1NC(c2ccc(Cl)cc2)C(C(=O)OC)=C(C)N1C (stereo not drawn)	-0.3	-4	-5
O=[N+]([O-])c1ccc(N2CCOCC2)cc1SCc1ccco1	0.7	0	-13
O=C(COC(=O)C1CCN(S(=O)(=O)c2ccc(Cl)c(C(F)(F)F)c2)CC1)NCc1ccco1	-1.8	-1	-6
COc1ccccc1Cc1c(C2CCCCC2)nc2cc(C)c(Br)c(C)n12	-0.1	-2	-9

SMILES	E-selectin induc	ERAP1 inh	RAD52 anneal inh
Cc1ccc(C)c(OCCC(=O)OCC(=O)NCCc2ccc(S(N)(=O)=O)cc2)c1	-0.3	-3	-7
CC(C)N1CN=C(Nc2nc3ccccc3o2)NC1	-0.2	4	-1
Cc1ccc(S(=O)(=O)N2CCOCC2)cc1NC(=O)C(c1ccc(Cl)cc1)C(C)C (stereo not drawn)	-0.3	-1	-4
CC(Cc1ccccc1)NC(=S)CN1CCCC1=S (stereo not drawn)	-0.1	0	-13
NC(=O)c1nnn(-c2cccc(C(F)(F)F)c2)c1-c1ccccc1	0.4	0	-4
CSc1nc(C)nc(N/C=C(\C#N)S(=O)(=O)c2ccccc2Cl)n1	0.8	9	-22
O=C1CN(c2ccc(Cl)cc2)C2(CCCCC2)S1	-0.9	-2	5
Cc1cccc(C)c1NC(=O)C1C(c2ccc3c(c2)OCO3)=Nc2ccccc2N1C(=O)c1ccccc1 (stereo not drawn)	0.0	-1	-63
O=C(c1ccc(-c2ccccc2Cl)o1)N1CCN(S(=O)(=O)c2cccs2)CC1	0.1	-1	-9
O=C1OC2C(O)COC23OC(O)CCC13O (stereo not drawn)	-0.2	-3	-35
CC(C)C[C@H]1CN([C@@H](Cc2ccccc2)CN2CCC[C@H]2CN2C(=O)C(=O)NC[C@@H]2Cc2ccc(O)cc2)C(=O)C(=O)N1CC1CCCCC1	0.0	-5	19
CCOC(=O)C1=C(C(=O)OCC)C2N(Cc3ccc(C#N)cc3)c3ccccc3[C@@]23C[C@@H](C(=O)OC)N(S(=O)(=O)c2ccc(OC)cc2)C3=N1 (stereo partly drawn)	-0.2	-4	1
Brc1ccc(CN2CCN(c3ncc(Cc4ccccc4)cn3)CC2)cc1	-0.2	3	-10
CCNC(=S)N/N=C(\C)c1cccc([N+](=O)[O-])c1	3.7	13	-1
CC(C)c1ccc(NC(=O)COC(=O)[C@H](CCC(N)=O)NC(=O)c2ccc(F)cc2)cc1	0.4	2	-4

SMILES	E-selectin induc	ERAP1 inh	RAD52 anneal inh
COc1ccccc1-c1cccc2c3c([nH]c12)[C@@H]1C[C@H]2[C@@H](C(=O)N1CC3)[C@H](C)ON2C	0.3	-16	-14
Cc1ccc(C=NNC(=O)C(=O)Nc2ccc(Cl)c([N+](=O)[O-])c2)cc1	1.6	11	2
CCn1c(SCC(=O)N/N=C/c2cccs2)nc2ccccc21	0.1	-4	-15
CCOC(=O)N/N=C/c1ccc(OC)c(O)c1	-0.1	0	1
O=C(CC1CCCC1)NCCS(=O)(=O)N1CCN(c2ccc(F)cc2)CC1	0.1	-5	3
O=S(=O)(NCCC1CC1(Cl)Cl)c1ccc(Cl)cc1 (stereo not drawn)	0.2	-2	-15
O=C(Nc1ccc(N2CCOCC2)cc1)C1CCN(C(=O)OCc2ccccc2)CC1	3.9	9	-1
COc1cccc(/C=N/Nc2nc3ccccc3n3cnnc23)c1O	0.3	5	-39
Clc1ccccc1OCc1nnc(-c2ccccc2)o1	-0.1	-1	-4
CCOC(=O)C1CCCN(C(=O)c2ccc(Cl)cc2)C1 (stereo not drawn)	0.1	-3	-4
COC(=O)N1C[C@H](OC(=S)Nc2ccc(OC)cc2OC)[C@H]2C[C@@H]1c1ccccc1O2	-0.2	1	4
C=CCc1ccc(OCc2ccc(C(=O)O)o2)c(OC)c1	0.1	-3	-8
COc1ccc(CC(=O)OCC(=O)NCc2ccc(Cl)cc2)cc1	0.4	-1	-28
S=C(NCc1ccccn1)NN=Cc1ccccn1	-0.3	1	-12
COc1ccccc1-c1cccc2[nH]c3c(c12)CCN1C(=O)[C@H]2[C@H](C)ON(C)[C@H]2C[C@@H]31	0.3	-37	-33

SMILES	E-selectin induc	ERAP1 inh	RAD52 anneal inh
CCOC(=O)CCNC(=O)N1CCCC(CNS(=O)(=O)c2cccs2)C1 (stereo not drawn)	-0.1	-2	-11
CC(C)(C)OC(=O)C(Cc1ccc(OC(C)(C)C)cc1)NC(=O)CNC(=O)OCc1ccccc1 (stereo not drawn)	-0.5	0	-3
Cc1ccccc1NC(=S)NCc1ccc(Cl)cc1	0.2	5	-14
O=C(CCSc1ccccc1Cl)Nc1cccc([N+](=O)[O-])c1	-1.2	-3	1
CC(NC(=O)COC(=O)CNC(=O)c1ccc(-c2ccccc2)cc1)c1ccccc1 (stereo not drawn)	0.6	-1	-16
Cn1cc(C=O)c2cc(S(=O)(=O)N3CCOCC3)ccc21	-0.4	1	-18
CO[C@@H]1CN(C)C(=O)c2cc(NC(=O)CC(F)(F)F)ccc2OC[C@H](C)NC[C@@H]1C	4.7	2	-181
COC(=O)[C@]1(CC(C)C)NC=C(C(=O)c2ccccc2)[C@@H]1c1cccs1	-0.2	1	-13
CC12COC3(P(=O)(c4ccccc4)c4ccccc4)CC1CCC23CP(=O)(c1ccccc1)c1ccccc1 (stereo not drawn)	13	-1	-7
COC(=O)[C@]12C[C@H](CC(=O)N3CCC(c4ccccc4)CC3)C(=O)N(Cc3ccccc3)C1=C[C@H](C(C)C)O[C@@H]2C1CC1	-0.1	-1	-4
O=C(CCS(=O)(=O)c1ccc(Cl)cc1)NCCN1C(=O)S/C(=C\c2ccccc2F)C1=O	-1.0	1	-29
Cc1ccc(C)c(N2CCN(C(c3ccccc3)c3nnnn3C(C)(C)C)CC2)c1 (stereo not drawn)	0.1	0	9
Cc1ccccc1NC(=S)NCC1CCC(CNC(=S)Nc2ccccc2C)CC1 (stereo not drawn)	3.8	4	-12
COc1ccc2c3c([nH]c2c1)[C@H](CO)N(Cc1nccs1)CC31CN(C(=O)C2CCCC2)C1	-0.2	0	-36
CCCCCCCCN1C(=O)[C@H](CC(=O)NCCc2ccccc2OC)C[C@@]2(C(=O)OCC)CCC=C12	0.3	1	-14

SMILES	E-selectin induc	ERAP1 inh	RAD52 anneal inh
Cc1ccc(S(=O)(=O)N2CCC(=O)N(CCOC(=O)NCc3ccccc3)CC2)cc1	0.0	-1	-6
CC(=O)Nc1ccc(Nc2c3ccccc3nc3ccccc23)cc1	0.4	-3	91*
O=C(NCc1ccccc1)C(C1CC1)n1c(CSCCOc2ccccc2)nc2ccccc21 (stereo not drawn)	0.0	-2	-36
CCc1nc(N)nc(N)c1-c1ccc(Cl)c([N+](=O)[O-])c1	0.0	-2	-2
Cc1[nH]c2ccc(C(=O)OC(C)C(=O)N(C)C3CCCCC3)cc2c1C (stereo not drawn)	1.4	-1	0
COc1cc(C(=O)NC2CCCCC2)ccc1OCc1ccc(Cl)cc1Cl	-0.3	0	-6
O=C(C(=O)N1CCC(CNC(=O)C2COc3ccccc3O2)CC1)c1cc2ccccc2o1 (stereo not drawn)	-0.1	-1	-13
Cc1cc(Br)ccc1NC(=O)CN1C(=S)NC(C)(C)CC1C (stereo not drawn)	-1.4	6	-1
COc1ccc(/C=N/OCC(=O)NC(c2ccccc2)c2ccccc2)cc1OC	-1.2	4	-11
CCC1CCCCN1CCCNC(=O)c1ccc(CS(=O)(=O)c2ccccc2OC)o1 (stereo not drawn)	0.5	-2	-8
C/C(=N\OCC(=O)Nn1c(=O)[nH]c2ccccc2c1=O)c1ccccc1	-0.5	2	-4
CCc1nnc(NC(=O)[C@@H](NS(=O)(=O)c2ccc3c(c2)OCCO3)C(C)C)s1	-0.2	-1	-4
COC(=O)C1=C(C)N(Cc2ccc(C(F)(F)F)cc2)C(=NCc2ccccc2C(F)(F)F)NC1c1ccc(F)cc1 (stereo not drawn)	2.1	-4	-10
Cc1ccc(S(=O)(=O)N2CC=C(N)N2)cc1	-0.3	-1	-9
CCOC(=O)C=C(C(=O)OCC)C(=O)OCC	0.0	-1	1

Four compounds out of the list, arranged by SMILES length, rising:
SMILES	E-selectin induc	ERAP1 inh	RAD52 anneal inh
Cc1cccc(N2CCN(C(=O)c3ccccn3)CC2C)c1 (stereo not drawn)	1.5	0	0
Cc1[nH]c2ccc(C(=O)OC(C)C(=O)N(C)C3CCCCC3)cc2c1C (stereo not drawn)	1.4	-1	0
CO[C@@H]1CN(C)C(=O)c2cc(NC(=O)CC(F)(F)F)ccc2OC[C@H](C)NC[C@@H]1C	4.7	2	-181
COc1ccccc1-c1cccc2c3c([nH]c12)[C@@H]1C[C@H]2[C@@H](C(=O)N1CC3)[C@H](C)ON2C	0.3	-16	-14

Reformatted with values under each structure: entries from further up.
Screens in order – E-selectin induc, ERAP1 inh, RAD52 anneal inh
> CCc1nc(N)nc(N)c1-c1ccc(Cl)c([N+](=O)[O-])c1
  0.0, -2, -2
> Cc1[nH]c2ccc(C(=O)OC(C)C(=O)N(C)C3CCCCC3)cc2c1C (stereo not drawn)
  1.4, -1, 0
> COc1cc(C(=O)NC2CCCCC2)ccc1OCc1ccc(Cl)cc1Cl
  -0.3, 0, -6

Next section
SMILES	E-selectin induc	ERAP1 inh	RAD52 anneal inh
O=C1NC[C@H](CCCCN2CCN(CCC3CCCCC3)C(=O)C2=O)N(CCC2CCCCC2)C1=O	0.0	-3	4
CCOC(=O)C1=NN(C(=O)c2ccc(OC)cc2)C(O)(c2ccc(Cl)cc2)C1 (stereo not drawn)	0.0	-11	-27
COc1ccc(C(=O)C(=O)N2CCC(Cc3ccccc3)CC2)cc1OC	-0.2	-1	-8
COc1ccc(C(=O)Nc2c(-c3cccs3)c(=O)c3ccccc3n2C)cc1	20	0	-12
CCCCCCSc1nnc2[nH]c(=O)cc(N)n12	0.0	-3	-12
